STAT1 activator: STAT1 signaling activators, primary screen, cell-based, HTS, luciferase reporter; NIH 3T3 STAT1-luciferase reporter, IFN-gamma, luminescence; 100% = IFN-gamma alone, no compound; activation (% of control), % at 5.5 µM; 200,000 compounds, 2.6% hits;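 active = activation above the screen-wide mean activation plus 3 SD, cut at about 130% in these data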;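 note: raw ratio to IFN-gamma control signal so 100% means no change and 0% no light; values of inactives mirror those of a sister screen read the other way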
STAT3 inh: IL-6 driven STAT3 reporter inhibitors, primary screen, U3A cells, luciferase, luminescence, MLSCN library; IL-6 STAT3-luciferase reporter; host cell line lacks STAT1; inhibition, % at 5.5 µM; 190,000 compounds, 0.89% hits; AID 862, 2007;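 active = inhibition above the mean inhibition across all screened compounds plus 3 SD, cut at about 44% in these data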;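 note: 0% = DMSO only wells and 100% = 100 µM nifuroxazide control wells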
STAT3 activator: IL-6 driven STAT3 reporter potentiators, primary screen, U3A cells, luciferase, luminescence, MLSCN library; IL-6 STAT3-luciferase reporter; 100% = signal with IL-6 EC80 alone; 190,000 compounds, 0.91% hits; activation (% of control), % at 5.6 µM;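 active = activation above the screen-wide mean of compound activation plus 3 SD, cut at about 130% in these data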;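 note: 0% = background luminescence of wells with medium and substrate only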
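Material: STAT3-luciferase reporter U3A cells. Controls: IL-6-treated wells, 100% activation. Read-out: % activation versus median of IL-6-stimulated wells. Probe or stimulus: IL-6 stimulus at 33 ng/mL final. Timing: compound 1 h, then IL-6 6 h at 37 °C. Signal: reporter luminescence signal.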
STAT1 inh: STAT1 signaling inhibitors, primary screen, cell-based, HTS, luciferase reporter; NIH 3T3 STAT1-luciferase reporter, IFN-gamma, luminescence; inhibition, % at 5.5 µM; 200,000 compounds, 0.35% hits;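 active = inhibition above a set limit, the mean inhibition across all tested compounds plus 3 SD, cut at about 34% in these data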;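 note: 0% = IFN-gamma with DMSO and 100% = IFN-gamma with 300 µM nifuroxazide; values of inactives mirror those of a sister screen read the other way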
Diaph act CS: compounds boosting diaphorase resazurin reduction – biochemical, uHTS, resorufin fluorescence, counter-screen for diaphorase-coupled primary assays, primary screen; AID 1229, 2008; Diaphorase/resazurin coupled assay, 16 min; active compounds read high; 1 = vehicle wells, 0 = NADH-free wells; 190,000 compounds, 0.005% hits; activation factor at 20 µM;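 active = diaphorase activity raised at least twofold by the compound at 20 µM; inactive = activation factor below 2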
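Material: purified diaphorase enzyme from Clostridium kluyveri; Also added: 0.114 mM NADH and 0.1 mM resazurin, final amounts; Doses: single compound dose of 20 µM, 1% DMSO final; Times: 16 min enzyme reaction, ambient temperature; Detection: resorufin fluorescence, excitation 544 nm, emission 590 nm; Measure: increased resorufin signal from activators or reducing compounds.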
TLR4 MyD88 comp: inhibitors of TLR4-MyD88 association in cells, primary screen, cell-based, HeLa CL3-4, BLA complementation, FRET ratio; inhibition, % at 8.4 µM; AID 861, 2007; 200,000 compounds, 0.18% hits; HeLa CL3-4 TLR4/MyD88 BLA complementation; in the data active = inhibition above about 25%;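 note: 0% = vehicle and 100% = reference inhibitor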
Target sequence (O00206 whole entry, looked up): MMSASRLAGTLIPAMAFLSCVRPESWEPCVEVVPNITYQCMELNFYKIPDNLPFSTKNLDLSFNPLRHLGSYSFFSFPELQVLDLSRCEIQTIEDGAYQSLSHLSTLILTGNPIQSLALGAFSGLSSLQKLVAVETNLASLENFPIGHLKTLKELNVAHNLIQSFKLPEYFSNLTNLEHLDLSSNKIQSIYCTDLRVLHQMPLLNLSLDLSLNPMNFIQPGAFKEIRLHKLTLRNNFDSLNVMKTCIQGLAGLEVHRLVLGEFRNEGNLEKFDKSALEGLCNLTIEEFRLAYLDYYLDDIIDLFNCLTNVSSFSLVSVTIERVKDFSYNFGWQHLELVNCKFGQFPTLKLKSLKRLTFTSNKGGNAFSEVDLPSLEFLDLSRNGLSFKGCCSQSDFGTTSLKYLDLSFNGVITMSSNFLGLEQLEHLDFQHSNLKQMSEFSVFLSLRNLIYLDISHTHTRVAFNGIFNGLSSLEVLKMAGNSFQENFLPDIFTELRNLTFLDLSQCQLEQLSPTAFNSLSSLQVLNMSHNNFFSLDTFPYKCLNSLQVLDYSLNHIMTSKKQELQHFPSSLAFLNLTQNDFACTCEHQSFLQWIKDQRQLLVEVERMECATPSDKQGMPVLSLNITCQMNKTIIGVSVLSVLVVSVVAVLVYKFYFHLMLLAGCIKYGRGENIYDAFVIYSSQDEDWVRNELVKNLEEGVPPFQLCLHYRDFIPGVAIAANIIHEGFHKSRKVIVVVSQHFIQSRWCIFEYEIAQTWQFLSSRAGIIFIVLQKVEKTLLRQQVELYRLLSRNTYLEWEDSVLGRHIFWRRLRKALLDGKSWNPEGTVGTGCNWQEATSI
Target sequence (Q99836 whole entry, looked up): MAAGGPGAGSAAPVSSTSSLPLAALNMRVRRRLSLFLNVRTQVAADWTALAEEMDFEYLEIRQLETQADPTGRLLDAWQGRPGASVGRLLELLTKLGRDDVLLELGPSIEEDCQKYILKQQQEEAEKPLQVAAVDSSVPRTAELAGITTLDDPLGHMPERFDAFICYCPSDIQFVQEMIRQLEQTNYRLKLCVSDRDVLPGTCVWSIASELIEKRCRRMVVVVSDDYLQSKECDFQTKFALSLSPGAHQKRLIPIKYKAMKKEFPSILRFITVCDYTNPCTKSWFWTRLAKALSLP
Hsp70 act: Hsp70 transcriptional activators, primary screen, cell-based, HeLa, Hsp70 promoter luciferase, luminescence, 10 µM; HeLa Hsp70 promoter luciferase reporter; scaled: vehicle 0, proteasome-inhibitor control 100%; activation, % at 10 µM; AID 1203, 2008; 200,000 compounds, 0.04% hits;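 active = activation above the mean across all tested compounds plus 3 SD, cutoff set per campaign, cut at about 5.5% in these data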;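 note: 100% = MG132 at 30 µM as the positive control and 0% = DMSO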
G6PDH CS: L. mesenteroides G6PDH inhibitors, counter-screen for G6PDH-coupled screening assays, biochemical, Leuconostoc mesenteroides enzyme; 200,000 compounds, 0.12% hits; glucose-6-phosphate dehydrogenase [Leuconostoc mesenteroides]; inhibition, % at 5 µM; Purified L. mesenteroides G6PDH, diaphorase/resazurin coupled fluorescence, 45 min; in the data active = inhibition above about 50%
APP 5UTR inh: inhibitors of APP translation via 5'UTR reporter, primary screen, APP 5'UTR luciferase, SH-SY5Y cells. SH-SY5Y APP 5'UTR-luciferase reporter, luminescence. inhibition, % at 2 µM. 190,000 compounds, 0.82% hits;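 active = inhibition above a set limit, derived from the sample mean plus 3 SD, cut at about 45% in these data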; note: values of inactives mirror those of a sister screen read the other way
Diaph inh CS: diaphorase inhibitors and chemical oxidizers, primary screen, counter-screen for diaphorase-coupled primary assays, biochemical, uHTS, resorufin fluorescence. inhibition, % at 20 µM. diaphorase resazurin-to-resorufin fluorescence, NADH, 16 min; bacterial (C. kluyveri) enzyme, not human. AID 1217, 2008. 190,000 compounds, 0.69% hits;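 active = primary screen inhibition at 20 µM above a set limit, cut at about 50% in these data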;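 note: plate controls were DMSO with full reaction for no effect and wells lacking NADH for full effect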
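System: Bacterial diaphorase enzyme (C. kluyveri) | Incubation: 16-min room-temperature incubation before reading | Benchmarks: No-NADH positive control and DMSO neutral control | Measured by: Resorufin fluorescence 544/590 nm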
The depositor's hits bear a star; x = no result given.

Values run as follows: STAT1 activator	STAT3 inh	STAT3 activator	STAT1 inh	Diaph act CS	TLR4 MyD88 comp	Hsp70 act	G6PDH CS	APP 5UTR inh	Diaph inh CS
1) Cc1ccc(C)c(OCCn2cc(/C=C(\C#N)C(=O)NCC3CCCO3)c3ccccc32)c1 (configuration not stated)
→ 94	7	95	6	0.7	-12	-0.4	0	-8	26
2) COc1ccc(S(=O)(=O)Nc2nncs2)cc1
→ 99	3	101	2	0.9	-3	-0.5	-5	2	5
3) CC1Cc2ccccc2N1C(=O)CSc1nc2ccccc2s1 (configuration not stated)
→ 112	-4	102	-14	0.9	1	-0.2	2	1	14
4) COc1ccccc1N1CCN(S(=O)(=O)c2ccc(-n3cnnn3)c(C)c2)CC1
→ 89	5	94	14	0.9	3	-0.3	-4	-5	11
5) O=C1c2ccc([N+](=O)[O-])cc2C(=O)N1c1ccc(Cl)cn1
→ 104	6	99	-5	0.9	10	0.1	3	0	6
6) CC1(C)OC(=O)C(=CNc2cccc(O)c2)C(=O)O1
→ 101	12	92	-1	0.9	-1	-0.4	14	-3	8
7) Cc1ccc2nc(/C(C#N)=C\c3ccc([N+](=O)[O-])o3)[nH]c2c1
→ 92	8	99	9	0.7	84*	-0.4	13	6	29
8) CCCOC(=O)CSc1nc(N)c(C#N)c(CC)c1C#N
→ 104	9	96	-4	1	-5	-0.1	-15	-4	4
9) Cc1ccc([N+](=O)[O-])cc1NC(=O)c1cccs1
→ 97	27	80	3	0.9	-4	-0.1	-6	8	9
10) Cc1cccc(NC(=O)CSc2nc(N)c(NC(=O)c3cccs3)c(=O)[nH]2)c1
→ 102	6	95	-3	0.9	7	0.2	8	19	15
11) O=C(CN1CCN(c2ccccc2)CC1)Nc1ccc(Oc2ccccc2)cc1
→ 100	10	96	0	0.9	3	-0.3	9	1	10
12) Cc1ccc(N2CC(C(=O)Nc3cc(C)ccc3F)CC2=O)cc1 (configuration not stated)
→ 100	8	97	2	0.9	9	0.0	6	-2	8
13) Cc1ccc(NC(=S)NC(CO)C(O)c2ccc([N+](=O)[O-])cc2)cc1 (configuration not stated)
→ 95	8	97	4	0.9	-5	-0.3	-4	3	12
14) COc1ccc(CC(=O)Nc2nc(C)cs2)cc1
→ 100	8	100	-2	1	-10	-0.2	9	-18	4
15) CC(C)(C)NC(=O)Cn1cnc2cc([N+](=O)[O-])ccc2c1=O
→ 98	-3	106	2	0.9	-12	0.5	10	-1	5
16) CC(=O)N(\C=C/C=C/C=C1\Sc2ccccc2C1=O)c1ccccc1
→ 97	-1	111	1	0.5	-17	0.1	3	-2	53*
17) c1csc(CNCCCN2CCOCC2)c1
→ 102	10	95	-2	0.8	-2	-0.1	3	-11	18
18) Oc1cccc(/C=N/Nc2cc(N3CCOCC3)nc(N3CCOCC3)n2)c1
→ 104	14	87	-4	0.6	-1	-0.4	19	15	36
19) COC(=O)CSc1nnc(-c2ccncc2)n1N
→ 98	9	98	2	1	-11	-0.2	10	1	-3
20) COc1ccc(N(CCCN2C(=O)c3cccc4cccc(c34)C2=O)C(=O)c2cccc(OC)c2)cc1
→ 99	20	86	1	0.4	2	-0.3	-24	-18	56*
21) CCC(C)CN1CCC(CO)(Cc2ccccc2Cl)CC1 (configuration not stated)
→ 95	4	102	5	0.8	-4	0.1	10	2	25
22) CNCc1ccccc1OCC(=O)Nc1ccccc1OC
→ 101	-22	120	-8	0.8	-1	-0.4	4	8	17
23) CCOC(=O)c1cnc(Nc2nc3ccccc3o2)nc1CSc1nnc(C)s1
→ 121	2	101	-23	x	0	-0.3	x	-37	x
24) COc1ccc(N(C(=O)c2ccccc2)S(=O)(=O)c2cccs2)cc1
→ 87	4	107	12	0.8	-12	1.3	8	-2	20
25) O=C(/C=C/c1ccccc1)Nc1cc(C(=O)O)cc(C(=O)O)c1
→ 100	13	92	-2	1	-2	-0.2	4	-24	2
26) COc1cc(OC)cc(C(=O)N(Cc2nc(-c3cccc(C)c3)no2)C(C)C)c1
→ 100	-2	103	-1	0.9	-7	-0.1	-10	-1	7
27) O=C(O)CC(NCc1ccco1)C(=O)OCC1CCCO1 (configuration not stated)
→ 104	7	98	-5	1.1	-6	-0.1	-4	-10	-6
28) CCOC(=O)c1cnc(SCc2cccc(C)c2)nc1N
→ 109	12	93	-10	0.8	-9	-0.1	-26	-44	16
29) COc1cc(/C=N/NC(=O)CCc2c(C)n[nH]c2C)ccc1O
→ 103	4	103	-4	0.9	2	-0.7	2	10	8
30) CCOc1c(S(=O)(=O)N2CCCC2)ccc(Cl)c1Cl
→ 97	-11	110	3	1	9	-0.1	3	-2	-3
31) CC(C)(C)c1ccc(C(=O)NC(=S)Nc2sc3c(c2C#N)CCC3)cc1
→ 104	5	97	-4	0.9	0	-0.1	2	1	14
32) CCOC(=O)C(C)Oc1ccc(C2NC(=O)NC(C)=C2C(C)=O)cc1Br (configuration not stated)
→ 95	1	101	6	0.8	-5	0.3	-1	-3	16
33) CC(C)C(=O)Nc1nc2ccc(S(C)(=O)=O)cc2s1
→ 103	2	100	-5	0.9	-4	-0.1	22	6	8
34) Fc1cc(NCc2ccccc2)nc(NCc2ccccc2)n1
→ 104	4	98	-5	0.9	2	-0.3	12	-26	6
35) Cc1ccc(NC(=O)Nc2cc(C)on2)cc1
→ 130*	14	92	-32	0.9	3	-0.2	19	-67	6
36) COc1ccc(N2CCN(C(c3cccs3)C(C)NC(=O)c3ccc4c(c3)OCO4)CC2)cc1 (configuration not stated)
→ 96	2	100	5	0.8	-11	0.2	-1	1	18
37) Cc1nc2nc(SCC(=O)O)nn2c(C)c1Cc1c(F)cccc1Cl
→ 96	8	98	5	0.9	8	0.0	13	-14	7
38) CCOC(=O)c1c(NC(=O)c2nn(CC)cc2Br)sc(C)c1C
→ 105	8	96	-6	0.9	-3	-0.1	-53	-5	9
39) CCN(C(=O)c1cc2cc(OC)ccc2oc1=O)c1ccccc1
→ 97	0	104	4	0.9	2	-0.2	4	12	11
40) CCCCN(C(=O)c1ccc(S(=O)(=O)N(C)C)cc1)c1nc2ccccc2s1
→ 92	-4	101	9	0.9	11	-0.1	-20	8	14
41) O=C(N=Nc1c(O)[nH]c2ccc(Br)cc12)c1cc(-c2cccc3ccccc23)n[nH]1
→ 97	7	96	3	0.9	-1	-0.3	6	-5	8
42) Cc1ccc(NC(CC(=O)c2ccccc2)c2ccc(F)cc2)cc1 (configuration not stated)
→ 98	17	93	4	0.8	-9	-0.3	3	0	19
43) CCC(=O)NC(=S)Nc1c(C)cc(Br)cc1C
→ 92	5	101	7	1.1	9	-0.2	11	3	-14
44) Cc1ccc(N(C(=O)c2ccc3c(c2)OCO3)C2C=CS(=O)(=O)C2)cc1 (configuration not stated)
→ 91	10	97	11	1	0	-0.3	0	-21	4
45) CC(C)CC1c2[nH]c3ccccc3c2CCN1C(=O)c1cnccn1 (configuration not stated)
→ 146*	-61	171*	-52	0.8	7	0.0	8	-90	22
46) CC(=O)OCc1nc2sc(C)c(C)c2c(=O)[nH]1
→ 97	8	96	2	0.9	5	-0.2	2	59*	6
47) CN1CCN(Cc2nc3c(c(=O)n(C)c(=O)n3C)n2Cc2cccc3ccccc23)CC1
→ 99	6	98	1	0.9	5	-0.2	-8	-9	7
48) CCOc1[nH]n(-c2ccccc2)c(=O)c1C=Nc1ccccc1
→ 105	24	82	-6	0.9	-5	-0.1	-2	-24	9
49) CN1CCCN(C(=O)Cc2c(Cl)cccc2Cl)c2nc3ccccc3nc21
→ 95	1	102	6	0.9	-22	-0.5	0	-8	6
50) CCOC(=O)c1c(C)[nH]c(C(=O)OCc2c(C)noc2C)c1C
→ 92	33	78	9	0.9	-3	-0.3	5	2	14
51) Cc1cc(C)cc(N(CC(=O)Nc2ccccc2)C2=NC3CS(=O)(=O)CC3S2)c1 (configuration not stated)
→ 97	15	93	3	1	2	0.0	7	6	2
52) Cc1ccccc1NC(=O)C1CCN(c2cnccn2)CC1
→ 100	3	101	-1	0.8	10	-0.3	8	-3	16
53) CNC(=O)C1=C(C)Nc2nc3ccccc3n2C1c1cccc(OC)c1 (configuration not stated)
→ 104	0	108	-5	1	-2	0.0	2	0	-3
54) COc1ccc(-n2cnnc2SCC(=O)Nc2cccnc2Cl)cc1
→ 102	6	97	-2	1.1	-3	0.8	-3	-1	-9
55) CCc1ccc2nc3c(c(C(=O)O)c2c1)CCC3
→ 104	-7	106	-5	0.9	-6	0.3	10	-18	9

Screens as filed in PubChem BioAssay.

This is a random part of the collection; about 6.1% have a hit in one of these screens.
